# NPYLR7 ag = mosquito NPYLR7 agonism; HEK293T NPYLR7/Galpha15, GCaMP6s calcium fluorescence; activation, % at 10 µM; 0.15% of 270,000 active; AID 1259423; in the data active means activation above about 40%;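 further: 0% = vehicle and 100% = reference agonist at the receptor; some compounds past the cut are filed as inactive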
# mcGAS inh = inhibitors of mouse cGAS | Q8C6L5 | recombinant cGAS, Kinase-Glo ATP depletion luminescence | inhibition, % at 12.5 µM | 0.15% of 160,000 active | AID 1259399;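 further: 0% = negative control wells and 100% = reference inhibitor with no enzyme activity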
# hcGAS inh = human cGAS inhibition; Q8N884; recombinant h-cGAS, ATP depletion, Kinase-Glo luminescence; inhibition, % at 12.5 µM; 0.081% of 290,000 active;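 further: 0% = vehicle reaction and 100% = reaction without DNA for no activity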
# Target sequence (Q8N884 whole entry, looked up): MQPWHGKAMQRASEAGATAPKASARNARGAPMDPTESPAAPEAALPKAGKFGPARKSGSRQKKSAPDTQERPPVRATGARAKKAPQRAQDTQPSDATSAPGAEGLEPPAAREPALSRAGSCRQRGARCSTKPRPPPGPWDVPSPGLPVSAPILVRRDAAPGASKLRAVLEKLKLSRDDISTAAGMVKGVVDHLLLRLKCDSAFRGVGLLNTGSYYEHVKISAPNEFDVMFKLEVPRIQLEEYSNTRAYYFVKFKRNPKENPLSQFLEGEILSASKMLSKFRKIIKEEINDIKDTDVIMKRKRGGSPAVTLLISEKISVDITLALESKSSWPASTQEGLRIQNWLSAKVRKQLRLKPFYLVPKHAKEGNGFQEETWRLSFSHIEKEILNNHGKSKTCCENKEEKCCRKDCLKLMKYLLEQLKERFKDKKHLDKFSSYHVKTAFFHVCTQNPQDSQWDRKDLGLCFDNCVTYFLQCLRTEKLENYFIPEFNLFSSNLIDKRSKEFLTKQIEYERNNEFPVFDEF
# Numbers without * were called inactive; . = not tested or not shown; & = joins results of further samples. Unless noted, no stated cut-off is given here; in the data, active means inhibition above about 40%; inactive means the rest.
# A first look, 17 compounds:
SMILES | NPYLR7 ag | mcGAS inh | hcGAS inh
Cc1ccc(S(=O)(=O)N2CCC(C(=O)NC(c3ccccc3)C3CC3)CC2)c(C)c1 (stereo not drawn) | -4.9 | . | 1.5
CCCCOC(=O)Nc1sc2c(c1C(=O)OC)C(C(=O)OC)CC2 (stereo not drawn) | 10.1 | . | 8.2
CCCNc1nc(SCC)nc2c1cnn2CCNC(=O)c1ccc(F)c(F)c1 | -0.7 | -3.3 | 9.2
Cc1[nH]n(-c2ccccc2)c(=O)c1N=Nc1ccccc1O | -6.9 | -4.4 | -4.9
Cc1cccc(N=C2NC(=O)C(Cc3ccc(Br)cc3)S2)n1 (stereo not drawn) | 2.3 | . | -6.9
O=C(CN1CCN(Cc2nc3scc(-c4ccco4)c3c(=O)[nH]2)CC1)N1CCOCC1 | 8.9 | . | -5.9
O=C(CCN1C(=O)c2ccccc2C1=O)Nc1nc2c(s1)CCC2 | -5.2 | . | -5.5
CNC(=O)C1Cc2ccccc2CN1S(=O)(=O)c1ccc(C2CCCCC2)cc1 (stereo not drawn) | 5.4 | . | -7.0
Cn1c(CSc2nc3ncnc(N)c3[nH]2)nc2ccccc21 | 7.1 | -3.9 | -7.2
COCCCN(CC(=O)N(CCc1c[nH]c2ccccc12)Cc1ccccc1)C(=O)/C=C/c1ccc([N+](=O)[O-])cc1 | . | -8.9 | -4.4
Clc1cc(Cl)cc(-c2ncccn2)c1 | 5.4 | . | -5.3
O=C(c1cc2n(n1)CCCN(c1ccncc1F)C2)N1CCOCC1 | 4.2 | -10.6 | -7.8
O=C(CN1C(=O)/C(=C/c2ccccc2)SC1=S)NNC(=O)c1ccncc1 | -1.0 | . | -6.2
CN(C)Cc1ccccc1Cn1cnc(-c2ccccc2)c1-c1cnc[nH]1 | 14.7 | . | -3.7
CCOC(=NCCCN(C)C)NC(=O)c1ccco1 | 20.6 | -4.0 | -3.1
O=C(CN1C(=O)NC2(CCCCCC2)C1=O)NC1CCCCCC1 | 1.7 | -1.2 | 9.6
CC(=O)c1ccc(S(=O)(=O)Nc2ccc(C(=O)NC3CCCC3)cc2)cc1 | 0.7 | . | -1.2

# Results, from the start:
SMILES | NPYLR7 ag | mcGAS inh | hcGAS inh
Cc1ccc(S(=O)(=O)N2CCC(C(=O)NC(c3ccccc3)C3CC3)CC2)c(C)c1 (stereo not drawn) | -4.9 | . | 1.5
CCCCOC(=O)Nc1sc2c(c1C(=O)OC)C(C(=O)OC)CC2 (stereo not drawn) | 10.1 | . | 8.2
CCCNc1nc(SCC)nc2c1cnn2CCNC(=O)c1ccc(F)c(F)c1 | -0.7 | -3.3 | 9.2
Cc1[nH]n(-c2ccccc2)c(=O)c1N=Nc1ccccc1O | -6.9 | -4.4 | -4.9
Cc1cccc(N=C2NC(=O)C(Cc3ccc(Br)cc3)S2)n1 (stereo not drawn) | 2.3 | . | -6.9
O=C(CN1CCN(Cc2nc3scc(-c4ccco4)c3c(=O)[nH]2)CC1)N1CCOCC1 | 8.9 | . | -5.9
O=C(CCN1C(=O)c2ccccc2C1=O)Nc1nc2c(s1)CCC2 | -5.2 | . | -5.5
CNC(=O)C1Cc2ccccc2CN1S(=O)(=O)c1ccc(C2CCCCC2)cc1 (stereo not drawn) | 5.4 | . | -7.0
Cn1c(CSc2nc3ncnc(N)c3[nH]2)nc2ccccc21 | 7.1 | -3.9 | -7.2
COCCCN(CC(=O)N(CCc1c[nH]c2ccccc12)Cc1ccccc1)C(=O)/C=C/c1ccc([N+](=O)[O-])cc1 | . | -8.9 | -4.4
Clc1cc(Cl)cc(-c2ncccn2)c1 | 5.4 | . | -5.3
O=C(c1cc2n(n1)CCCN(c1ccncc1F)C2)N1CCOCC1 | 4.2 | -10.6 | -7.8
O=C(CN1C(=O)/C(=C/c2ccccc2)SC1=S)NNC(=O)c1ccncc1 | -1.0 | . | -6.2
CN(C)Cc1ccccc1Cn1cnc(-c2ccccc2)c1-c1cnc[nH]1 | 14.7 | . | -3.7
CCOC(=NCCCN(C)C)NC(=O)c1ccco1 | 20.6 | -4.0 | -3.1
O=C(CN1C(=O)NC2(CCCCCC2)C1=O)NC1CCCCCC1 | 1.7 | -1.2 | 9.6
CC(=O)c1ccc(S(=O)(=O)Nc2ccc(C(=O)NC3CCCC3)cc2)cc1 | 0.7 | . | -1.2
CC(=O)N(CN1C(=O)c2ccccc2C1=O)c1ccc(C)c(Cl)c1 | 7.1 | . | 2.6
COC(=O)c1cc2n(n1)CCN(Cc1cc3ccc(C)cc3[nH]c1=O)C2 | 15.6 | . | -0.4
Clc1ccc(-c2csc(-c3cnccn3)n2)s1 | -3.1 | . | -6.6
Cc1ccc(S(=O)(=O)Cc2ccc([N+](=O)[O-])cc2)cc1 | -5.0 | -0.5 | 0.5
COc1cc(-c2cc(C(F)(F)F)n3ncc(C(=O)NCc4cccs4)c3n2)cc(OC)c1OC | 11.8 | -5.3 | -8.7
Cc1cc(NCc2cc3ccc(F)cc3[nH]c2=O)nc(-c2cccnc2)n1 | -3.8 | . | -6.1
NC(=O)C1CCN(c2ncccc2C(=O)N2CCc3ccccc32)C1 (stereo not drawn) | -14.5&7.2 | -14.7 | -7.7&-6.3
CCN(Cc1ccccc1)Cc1nc(N2CCOCC2)c2cc(Cl)ccc2n1 | 6.7 | . | -7.9

# Quoted from the listing.
# In mcGAS inh, O=C(c1cc2n(n1)CCCN(c1ccncc1F)C2)N1CCOCC1 has the entry -10.6
# In mcGAS inh, COCCCN(CC(=O)N(CCc1c[nH]c2ccccc12)Cc1ccccc1)C(=O)/C=C/c1ccc([N+](=O)[O-])cc1 has the entry -8.9

# More entries
SMILES | NPYLR7 ag | mcGAS inh | hcGAS inh
COc1cc(OC)c(OC)cc1CN1CCN(Cc2cc(OC)c(OC)c(OC)c2)CC1 | 4.1 | -3.3 | 2.3
CC(C)Cc1nnc(C(C)NC(C)c2ccc3c(c2)OCO3)o1 (stereo not drawn) | 10.3 | . | -11.3
O=C(NC1CCC1)c1ccc(-c2cc(-c3cccc(C(F)(F)F)c3)n[nH]2)cc1 | 6.2 | -6.6 | -8.6
Cc1ccc(C2CCCN2C(=O)C2(C)CC2(Cl)Cl)s1 (stereo not drawn) | 1.4 | . | -11.4
Cc1nc2c(=O)n(CC(=O)N(c3ccccc3)c3ccccc3)nc(-c3ccco3)c2s1 | 1.4 | -7.8 | 0.2
CCCCN(C)C1=Nc2cccc3cccc1c23 | 16.3 | . | 4.2
CCc1nc(N(CCC(=O)N2CCN(CC)CC2)Cc2ccccc2)c2ccc(Cl)cc2n1 | 4.8 | -3.8 | 1.0
COc1ccc(N2C(=O)CSC2c2ccc(NC(=O)c3cccc(Br)c3)cc2)c(OC)c1 (stereo not drawn) | 2.9 | 2.7 | 4.6
On1c(-c2ccc(F)cc2)nc2c1CCc1nonc1-2 | 1.6 | -6.5 | -6.7
O=C(Nc1ccc(C2SCC(=O)N2c2ccc(C(F)(F)F)cc2)cc1)C1CCCCC1 (stereo not drawn) | -11.7 | -6.6 | -3.4
Cc1c(C(=O)NCc2ccc(C(F)(F)F)cc2)sc(=O)n1CCN1CCCC1 | -1.2 | . | -4.5
O=C(CCN(Cc1ccco1)c1nc(C2CC2)nc2ccccc12)N1CCOCC1 | -2.1 | -8.4 | -6.8
COc1ccc(C(CC(=O)N2CCCCC2)c2c[nH]c3ccccc23)cc1OC (stereo not drawn) | 3.4 | -8.8 | -8.9
CCn1c(=O)n(CC(=O)Nc2cccc(S(=O)(=O)N3CCOCC3)c2)c2ccccc21 | 4.8 | . | -7.1
CC(C)(C)CC(C)(C)Nc1c(-c2ccc3c(c2)OCO3)nc2ccc(Br)cn12 | 1.3&12.9 | -7.0&-4.5 | -4.9&-6.9
Cc1nn(-c2ccc(F)cc2)c(C)c1CNC(C)c1cnn(-c2cccc(F)c2)c1C (stereo not drawn) | 20.2 | -10.0 | -9.7
O=C(CN1Cc2ccccc2C1)NC1(c2ccc(Cl)cc2)CC1 | -19.9 | . | -10.3
O=C(Nc1ccccc1N1CCCC1=O)C1CCN(C(=O)c2ccncc2)CC1 | 4.5 | -8.3 | -3.5
Cc1ccn(-c2ccc(N3CCCC(CN4CCOCC4)C3)nn2)n1 (stereo not drawn) | 4.4 | . | -10.0
CC(Sc1n[nH]c(-c2cccs2)n1)c1ccc(F)cc1 (stereo not drawn) | -2.3 | . | -10.2
CC(C)[C@H]1CC[C@H](C)C[C@@H]1OCC(=O)N1CCN(c2ccc3[nH]c(=O)[nH]c3c2)CC1 | -7.3 | -6.8 | -6.8
Cc1nc(-c2ccccc2)nc(N2CCN(C(=O)c3ccc(F)cc3)CC2)c1Cc1ccccc1F | 24.1 | -6.1 | -0.1
O=C(Cn1cnc2scc(-c3ccc(F)cc3)c2c1=O)N1CCCCC1 | 5.7 | -7.9 | -5.8
Cc1c(C(=O)NCc2ccc(F)cc2)sc(=O)n1Cc1ccc2c(c1)OCO2 | 13.6 | . | -7.2
CCOc1ccc(-c2ccnc(-c3c[nH]c4ccccc34)n2)cc1C(=O)O | . | -9.1 | 22.0
OC(c1cc(F)c(F)c(F)c1)c1nnc(N2CCCCC2)s1 (stereo not drawn) | 10.0 | -2.6 | 0.4
NS(=O)(=O)CC1CCCN(Cc2nc3ccccc3s2)C1 (stereo not drawn) | 0.1 | -6.1 | -5.4
COc1ccc(-n2ncc(Oc3ccc4c(c3)CCC4)c(Nc3cccc(C(=O)N4CCCCC4)c3)c2=O)cc1 | 12.5 | -6.0 | -6.0
Cc1ccc(C(=O)N(CCN2CCOCC2)CC(=O)N(CCc2ccccc2)Cc2ccco2)cc1[N+](=O)[O-] | . | 1.1 | -0.8
CC1=C(c2nc(-c3ccc(C)cc3)no2)C(c2ccco2)NC(=S)N1 (stereo not drawn) | -0.2 | . | -8.6
Cc1c(Sc2nnc(C(C)C)n2C2CC2)c(=O)[nH]c2ccccc12 | -1.8 | . | -7.2
Cc1cccc(S(=O)(=O)Nc2cc(S(=O)(=O)NC3CC3)c(Cl)cc2F)c1 | -4.6 | . | -10.9
COc1ccc(C)cc1NC(=O)CCn1ncc(=O)c2ccccc21 | -0.6 | . | -4.0
CC(=O)N1CC(=O)N=C1SCC(=O)Nc1nc2c(s1)CCCC2 | -4.9 | . | 0.9
Cc1ccsc1-c1nc(CN2CCc3nnc(C(C)C)n3CC2)c(C)o1 | -4.2 | . | -1.0
CCOC(=O)Cn1c(O)c(N=NC(=O)CNC(=O)/C=C/c2ccco2)c2ccccc21 | 10.4 | -5.8 | -6.0
COCCOC(=O)C1=C(C)NC2=C(C(=O)CC(c3ccccc3)C2)C1c1cc(OC)ccc1OC (stereo not drawn) | 10.9 | -6.9 | -3.0
CCc1cnc2c(c1OC)c(=O)n(CC(=O)NC1CCCC1)c(=O)n2C | -0.3 | -8.7 | -8.7
COC(=O)C1CCN(C(c2cc(OC)c(OC)c(OC)c2)C2Sc3ncnn3C2=O)CC1 (stereo not drawn) | 2.5 | -6.9 | -7.4
COc1cccc(C(=O)N2CCN(C(C(=O)Nc3ccc4c(c3)OCO4)C3CCCC3)CC2)c1 (stereo not drawn) | 13.7 | -3.3 | -8.3
COc1ccc(C(=O)N(Cc2cccnc2)c2nc3c(C)cc(Cl)cc3s2)cc1OC | -0.5 | -7.9 | -7.5
CCN(Cc1noc(CC(C)C)n1)C(=O)CC1CNCCO1 (stereo not drawn) | 1.5 | -17.7 | -4.8
COc1cc2c(cc1CN1CCC(N)(C(=O)O)C1)OCCCO2 (stereo not drawn) | -5.7 | -1.9 | -2.3
COc1ccc(NCN2C(=O)C3C4C=CC(C4)C3C2=O)cc1 (stereo not drawn) | -0.2 | . | -2.6
COc1ncccc1-c1ccccc1CN1CCNCC1 | 10.8 | -10.3 | -6.7
C=CCN1C(=O)C2(Nc3cc(Cl)ccc3C(=O)N2CC)c2ccccc21 (stereo not drawn) | 6.8 | . | -9.9
COc1cccc2c1NC1CC(C)CCC1C2(C)C (stereo not drawn) | -3.7 | . | -2.6
CCOc1ccc(C(N)c2cccc(Cl)c2)cc1 (stereo not drawn) | -0.1 | . | -5.1
Cc1cccc(Cl)c1C(=O)N1CCOC(COc2ccc3c(c2)CCCC3)C1 (stereo not drawn) | 3.2 | -8.4 | -8.8
CCn1c(C)cn2c3c(=O)n(Cc4ccc(Br)cc4)c(=O)n(C)c3nc12 | -5.6 | . | -0.6

# (next part)
SMILES | NPYLR7 ag | mcGAS inh | hcGAS inh
O=C(CCCSc1ccc(NC(=O)c2ccco2)nn1)Nc1cnc2ccccc2c1 | -2.3 | -9.6 | -3.7
C=Cn1cc(C(=O)N(C)CCN2CCCCC2C)cn1 (stereo not drawn) | -3.9 | . | -1.5
CCNC(=O)N(C)[C@@H]1[C@@H](O)C[C@@H]2C[C@H](c3ccccn3)OC[C@@]21O | -2.4 | -6.1 | 6.4
Cc1noc(C)c1S(=O)(=O)NC1CCSc2ccccc21 (stereo not drawn) | 7.9 | . | -2.1
CCc1c(C)nc2c(-c3ccccc3)c(C)nn2c1N1CCC(C)CC1 | -0.9 | 0.0 | 0.9
COCCNCc1cn[nH]c1-c1cccs1 | 9.5 | -4.6 | -10.0
COCCN(CCC(=O)N1CCN(C(c2ccccc2)c2ccccc2)CC1)c1nc(Cc2cccc(OC)c2)ns1 | 13.8 | -7.2 | -6.4
CC(=O)Cn1c(=O)c2c(nc3n(-c4ccccc4Cl)c(C)cn23)n(C)c1=O | 0.5 | . | -7.4
COc1ccc(CCN(C)c2cc(-c3ccccc3)nc(SCc3ccc(C(=O)O)o3)n2)cc1OC | 14.1 | -5.0 | -4.7
O=c1ccnc(N2CCc3sccc3C2C2CC2)[nH]1 (stereo not drawn) | 9.9 | . | -4.8

# Bioassay records as filed in PubChem.
